From PubChem BioAssay
OX1R antag-1: antagonists of human orexin 1 receptor; O43613; CHO/OX1R cells, Fluo-8 calcium fluorescence, orexin A; inhibition, % at 5 µM; 330,000 compounds, 0.43% hits; AID 434989;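 active = inhibition above its plate's threshold, mean inhibition of all tested compounds on the plate plus 3 SD, cut at about 37% in these data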;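 note: 0% = orexin A challenge wells and 100% = SB-334867-A antagonist wells; not every result past the cut was called active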
Target sequence (O43613 whole entry, looked up): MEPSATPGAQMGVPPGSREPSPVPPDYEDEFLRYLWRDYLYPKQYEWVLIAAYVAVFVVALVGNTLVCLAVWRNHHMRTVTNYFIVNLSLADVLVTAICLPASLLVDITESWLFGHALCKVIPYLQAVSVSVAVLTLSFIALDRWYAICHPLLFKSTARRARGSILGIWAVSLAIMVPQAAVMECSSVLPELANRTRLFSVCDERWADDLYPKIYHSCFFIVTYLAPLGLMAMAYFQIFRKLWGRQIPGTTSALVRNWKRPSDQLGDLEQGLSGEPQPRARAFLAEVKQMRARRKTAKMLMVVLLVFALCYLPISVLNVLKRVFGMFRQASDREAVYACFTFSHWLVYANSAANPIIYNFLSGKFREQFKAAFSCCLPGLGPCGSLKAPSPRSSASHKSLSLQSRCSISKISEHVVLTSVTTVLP
OX1R antag-2: OX1R (human) antagonism. AID 485270. O43613. OX1R-expressing cells, FRET antagonist read-out. 330,000 compounds, 1.8% hits. inhibition, % at 6.6 µM; in the data active = inhibition mostly above about 38%, no sharp cut-off; inactive = mostly below about 40%;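 note: 0% = agonist challenge alone and 100% = reference antagonist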
* marks the source's active call; other numbers are inactive results.

SMILES	OX1R antag-1	OX1R antag-2
COc1cc(NC(=O)Cn2ccsc2=N)c(C)cc1[N+](=O)[O-]	-12	7
O=C(NC1CCCCC1)[C@H](CSCc1ccccc1)N1Cc2ccccc2C1=O	-32	15
CCN1C(=O)N(C)[C@@H](c2ccccc2)C(C(C)=O)=C1C	-14	29
CCSc1nnc(NC(=O)CCn2c(=O)oc3ccccc32)s1	-26	5
CC(OC(=O)Cn1cnc2c1c(=O)n(C)c(=O)n2C)C(=O)NC1CCCCC1C (configuration not stated)	-7	21
Clc1ccccc1CSc1ncccn1	0	11
c1ccc(Cn2c(CNc3nc4ccccc4n3CCN3CCOCC3)nc3ccccc32)cc1	-36	19
Cc1cccc(Nc2nc(-c3ccc(O)c(O)c3)cs2)n1	-24	-7
Cc1ccc(NC(=O)c2ccc3c(c2)C(=O)N(c2cc(C)ccc2C)C3=O)nc1	3	12
CCN(CC)CCC(c1ccc2c(c1)OCO2)c1c(OC)cc(OC)c2c(-c3ccccc3)cc(=O)oc12 (configuration not stated)	-1	16
C=CCn1c(SCC(=O)Nc2cc(OC)c(NC(=O)c3ccco3)cc2OC)nnc1-c1ccncc1	-19	4
CCn1nnc(NC(=O)c2ccc(Br)o2)n1	-3	4
COC(=O)c1ccc(C(=O)Nc2ccc3nc(-c4cccnc4)[nH]c3c2)cc1	-7	28
COc1cccc(OC)c1C(=O)NC(=S)Nc1ccc2c(c1)C(=O)N(C)C2=O	-16	16
Cc1sc(NC(=O)c2cccnc2)nc1-c1ccccc1	-20	18
CCN(CC)C(CNC(=O)c1cc(=O)[nH]c2ccccc12)c1ccccc1Cl (configuration not stated)	-20	4
CC(C)n1cc(/C=N/Nc2ccc(Cl)c(C(=O)O)c2)c2ccccc21	-2	0
c1ccc(-c2cnc(-c3ccccc3)nc2)cc1	-20	13
CC(=O)Oc1ccc2nc(/C=C/c3ccccc3)oc(=O)c2c1	-15	7
CC(=O)Nc1nonc1-c1nc2ccccc2n1CCC(C)C	-32	13
N#Cc1cc(C(=O)Cc2ccccc2)c[nH]1	4	-1
CC(=O)c1ccc(NC(=O)CN2C(=O)NC3(CCCc4ccccc43)C2=O)cc1 (configuration not stated)	-8	6
CCOc1ccccc1NC(=O)N1CCC(NC(=O)c2cccc(C)c2)CC1	-17	4
O=C(Nc1scc(-c2cccs2)c1C(=O)O)c1cccs1	-13	52
CC(C)C(NS(=O)(=O)c1cccc2nsnc12)C(=O)NCc1ccc2c(c1)OCO2 (configuration not stated)	-16	28
(listing goes on)
SMILES	OX1R antag-1	OX1R antag-2
CC1CCN(C(c2ccc(N(C)C)cc2)c2nnnn2Cc2ccccc2)CC1 (configuration not stated)	-14	12
COc1ccccc1C(=O)Nc1cccc(NC(=O)c2ccccc2OC)n1	-27	4
COCCSc1ccccc1C(=O)Nc1ccc(Cl)cn1	-11	1
Cc1nc2c(-c3ccc(Cl)cc3)cnn2c(N)c1-c1ccc(F)cc1	-23	15
O=C1CC(c2ccc(O)cc2)Oc2cc(O)ccc21 (configuration not stated)	11	4
Cc1nc2cnccc2n1C	-8	12
Cc1cc(C)c(NC(=O)COC(=O)Cc2cccs2)c(C)c1	-11	10
CN(C)S(=O)(=O)c1ccc(/C(O)=C2/C(=O)C(=O)N(CCCN3CCOCC3)C2c2ccncc2)cc1 (configuration not stated)	-3	73*
COCCNC(=O)C(=O)N/N=C/c1cccs1	-13	12
Cc1cccc(-c2cc(C(=O)NCc3ccccn3)c3ccccc3n2)c1	-23	14
C=CCn1c(SCN2C(=O)c3ccccc3C2=O)nc2ccc(Cl)cc2c1=O	-3	1
O=C(NCc1ccccn1)c1ccccc1-c1ccccc1	-5	16
O=C(Nc1ccccc1)C1CCCCN1S(=O)(=O)c1ccccc1 (configuration not stated)	11	80*
CC1CCCCC12NC(=O)N(CC(=O)N1CCN(Cc3ccc(C#N)cc3)CC1)C2=O (configuration not stated)	-4	5
CCc1ccc(N2CC(C(=O)Nc3ccc(S(=O)(=O)Nc4ncccn4)cc3)CC2=O)cc1 (configuration not stated)	-15	-15
NC1=NC(=Nc2ccc(Br)cc2)c2ccccc21	2	19
COc1cc(CNc2ccccc2)c([N+](=O)[O-])cc1OC	-26	22
O=c1c2c(nc3n1CCCCC3)sc1c(O)cccc12	-18	27
CC(=O)c1cn(CC(=O)NCc2cccnc2)c2ccccc12	-20	11
O=C(Nc1cccc(Cl)c1)c1ccc(NCC2CCCO2)c([N+](=O)[O-])c1 (configuration not stated)	-7	6
CCCc1cc(C(=O)NNC(=S)Nc2cccc(C)c2)cs1	-17	13
CCCCOc1ccc(Cl)cc1CSc1nnc(C)n1N	-15	-1
COc1cc(/C=C2/SC(=O)N(CC(=O)N3CCCC3)C2=O)ccc1Oc1ccc([N+](=O)[O-])cn1	-14	10
COC(=O)c1[nH]c2ccc(Br)cc2c1NC(=O)C(C)N1CCN(C2CCCCC2)CC1 (configuration not stated)	-9	27
COc1ccc(CCNC(=O)[C@H](CC(C)C)NC(=O)N2CCn3c2nc2ccccc23)cc1OC	-18	26

Some of the entries so far, with values under each structure:
Screens in order: OX1R antag-1, OX1R antag-2
- C=CCn1c(SCN2C(=O)c3ccccc3C2=O)nc2ccc(Cl)cc2c1=O
  -3, 1
- O=C(NCc1ccccn1)c1ccccc1-c1ccccc1
  -5, 16
- O=C(Nc1ccccc1)C1CCCCN1S(=O)(=O)c1ccccc1 (configuration not stated)
  11, 80*
- CC1CCCCC12NC(=O)N(CC(=O)N1CCN(Cc3ccc(C#N)cc3)CC1)C2=O (configuration not stated)
  -4, 5
- CCc1ccc(N2CC(C(=O)Nc3ccc(S(=O)(=O)Nc4ncccn4)cc3)CC2=O)cc1 (configuration not stated)
  -15, -15
- NC1=NC(=Nc2ccc(Br)cc2)c2ccccc21
  2, 19
- COc1cc(CNc2ccccc2)c([N+](=O)[O-])cc1OC
  -26, 22
- O=c1c2c(nc3n1CCCCC3)sc1c(O)cccc12
  -18, 27
- CC(=O)c1cn(CC(=O)NCc2cccnc2)c2ccccc12
  -20, 11
- O=C(Nc1cccc(Cl)c1)c1ccc(NCC2CCCO2)c([N+](=O)[O-])c1 (configuration not stated)
  -7, 6
- CCCc1cc(C(=O)NNC(=S)Nc2cccc(C)c2)cs1
  -17, 13
- CCCCOc1ccc(Cl)cc1CSc1nnc(C)n1N
  -15, -1
- COc1cc(/C=C2/SC(=O)N(CC(=O)N3CCCC3)C2=O)ccc1Oc1ccc([N+](=O)[O-])cn1
  -14, 10
- COC(=O)c1[nH]c2ccc(Br)cc2c1NC(=O)C(C)N1CCN(C2CCCCC2)CC1 (configuration not stated)
  -9, 27
- COc1ccc(CCNC(=O)[C@H](CC(C)C)NC(=O)N2CCn3c2nc2ccccc23)cc1OC
  -18, 26

Additional entries
SMILES	OX1R antag-1	OX1R antag-2
Cc1ccc(CNC(=O)CN2CCCC(C)C2)cc1 (configuration not stated)	-15	15
COc1ccc(/C=C/C(=O)NC(=S)NNC(=O)c2ccco2)cc1	-12	16
Cc1ccc(C(=O)Nc2ncc(C)s2)o1	-4	0
Cc1oc(-c2ccccc2F)nc1CS(=O)CC(=O)NCc1ccc2c(c1)OCO2 (configuration not stated)	-27	12
Cc1ccc(NC(=S)N2CCN(S(=O)(=O)c3c(F)cccc3F)CC2)cc1C	-17	9
CC(C)(C)c1ccc(-n2ncc3c2CCCC3NC(=O)CN2CCCC2=O)cc1 (configuration not stated)	-12	23
CCOC(=O)c1c(C)nc2sc3c(=O)n(-c4ccc(C)cc4)cnc3c2c1-c1ccc(OC)cc1	-22	1
CC1(C(=O)O)C=CC2(CCCCC2)N1C(=O)c1ccccc1 (configuration not stated)	-25	20
C[N+]1(CC2COC3(CCCCC3)O2)CCCCC1 (configuration not stated)	-9	6
COc1ccc(C2CC(=O)c3c(O)cc(O)cc3O2)c(CC=C(C)C)c1OC (configuration not stated)	-41	10
CCCc1nnc(SCC(=O)N2CCCCC2)n1CCCOC	-8	7
Cc1ccc(NC(=O)NC2CCCc3ccccc32)cc1 (configuration not stated)	10	13
CC(=O)Nc1ccc(NC(=O)C2CCCN2C(=O)Nc2ccccc2[N+](=O)[O-])cc1 (configuration not stated)	-9	22
O=[N+]([O-])c1cc(Cl)ccc1NCCNc1ncc(C(F)(F)F)cc1Cl	-32	12
O=C(COC(=O)C1CC(=O)N(Cc2ccccc2)C1)c1ccc(Br)cc1 (configuration not stated)	-21	7
CC(C)c1ccccc1NC(=O)Nc1ccc(F)cc1F	-27	17
CC(CN1CCOCC1)OC(=O)c1ccccc1Br (configuration not stated)	-14	11
COc1ccc(C(=O)NCCN2C(=O)S/C(=C\c3cccnc3)C2=O)c(OC)c1OC	-14	82*
Cc1ccccc1OCCN1C(=O)NC2(CCCc3ccccc32)C1=O (configuration not stated)	-25	18
CC(=O)c1c(C)[nH]c(C(=O)CN2C(=O)NC(C)(c3ccc(C)cc3)C2=O)c1C (configuration not stated)	-16	1
CCCC(O)(CCC)C(=O)NNc1ccc(C)cc1	-4	-4
CCOC(=O)c1ccc2[nH]c(C)c(C)c2c1	24	93*
CN(C(=O)CCc1nc2ccccc2s1)c1ccccc1	-8	7
COC(=O)c1cc(C#N)c(Oc2ccc(OC)cc2)nc1C	-25	25
CCCCNC(=O)CCC(=O)NNc1nc2ccccc2c2nc(C)nn12	-14	18
The results go on.
SMILES	OX1R antag-1	OX1R antag-2
C=CCSC1=C(C#N)C(c2ccccc2OCC)CC(=O)N1 (configuration not stated)	-18	-1
COc1ccc(C2=NOC(C(=O)NCc3ccc(F)cc3)C2)cc1OC (configuration not stated)	-11	4
COc1ccc(SCC(=O)c2cc(C)c(OC(=S)N(C)C)c(C)c2)cc1	-6	32
COc1cccc(Nc2nc(-c3sc(N)nc3C)cs2)c1	8	21
COc1ccccc1NS(=O)(=O)c1ccc(Br)s1	-17	15
CCC(C)[C@H](NC(=O)NCCC1=CCCCC1)C(=O)O (some centres not stated)	-5	18
COC(=O)c1[nH]c2ccccc2c1NC(=O)c1ccccc1F	-10	41
CC(C)Nc1nc(Cl)nc(NN(C)c2nc(N(C)C)nc(N(C)C)n2)n1	-41	18
CCCOc1c(Br)cc(C(N)=O)cc1OCC	-6	12
CCc1cc(C(=O)OC)c(NC(=O)CCCC(=O)O)s1	-4	8
CC(C)CNc1nc(SCC(=O)Nc2ccccc2)nc(N2CCOCC2)n1	-19	4
CC(=O)C1=C(O)C(=O)N(c2ccc(Br)cc2)C1c1ccc(Cl)cc1 (configuration not stated)	-25	14
O=C(Nc1ccncc1)C1c2ccccc2Oc2ccccc21	-9	3
COc1ccc(-n2c(SCC(=O)Nc3nccs3)nnc2-c2ccoc2C)cc1	-16	10
COc1ccc(OC)c(/C=C2\SC(N3CCCCC3)=NC2=O)c1	-8	8
COCCn1c(SCC(=O)Nc2cccc(C)n2)nnc1-c1ccco1	-21	14
CNC(=O)[C@H]1O[C@@H](n2cnc3c(NCc4cccc(I)c4)nc(Cl)nc32)[C@H](O)[C@@H]1O	-4	12
COc1ccc(-n2nc(C(=O)NCC(=O)N3CC(C)CC(C)C3)c3ccccc3c2=O)cc1 (configuration not stated)	-37	14
O=c1[nH]c(CSc2ncc(-c3ccc(F)cc3)n2Cc2ccco2)nc2ccccc12	-23	12
CC1CCC(NC(=O)c2cnccn2)CC1 (configuration not stated)	-15	20
CCOC(=O)/C(=N/Nc1ccc(Cl)cc1)S(=O)(=O)c1ccccc1	-44	38
COC(=O)c1sc2nc(-c3ccco3)ccc2c1N	-12	32
Cc1ccsc1/C=N/n1c(-c2ccncc2)n[nH]c1=S	5	11
Cc1ccc(-n2c(N)c(C(=O)NCc3ccco3)sc2=S)cc1	-7	23
O=S(=O)(c1ccc(Br)cc1)N1CCN(c2cc(-c3ccccc3)nc3ncnn23)CC1	-36	14
Remaining list, next part
SMILES	OX1R antag-1	OX1R antag-2
COc1ccc(NC(=O)Cc2cccs2)c(OC)c1	-21	12
CS(=O)(=O)N(CC(=O)Nc1ccc2c(c1)OCCO2)Cc1ccc(Cl)cc1	-22	13
Cc1nn(-c2ccccc2)c(N2CCCC2)c1/C=N/NC(=O)c1cc(-c2ccccn2)nc2ccccc12	-28	17
Cc1ccc(-c2nc(CN(C)C3CCOCC3)c(C)o2)s1	-16	8
O=C(CSc1cn(Cc2ccccc2)c2ccccc12)NCc1ccc(F)cc1	-4	0
CO/N=C\CC(=O)Nc1ccc(Oc2ccccc2)cc1	4	18
O=C(Cn1cnc2ccccc21)c1ccc(Br)cc1	-6	28
COc1ccc(NC(=O)CSc2nnc3n2CCCCC3)cc1S(=O)(=O)N1CCOCC1	-1	1
COc1ccc(C(=O)C(=O)c2ccc(OCCO)cc2)cc1	-2	20
CN1CCCc2cc(C#N)c(=O)[nH]c21	0	11
O=C(CSc1nncn1-c1ccccn1)Nc1ccccc1Cl	-9	13
CCCN(CCC)CC(O)CN(c1ccccc1)S(=O)(=O)c1ccc(C)cc1 (configuration not stated)	-39	11
COc1ccccc1C(=O)Nc1ccnn1C1CCN(C/C=C/c2ccc(F)cc2)CC1	-42	21
CC1CCN(C(=S)NC(=O)c2ccccc2Br)CC1	-18	34
CCc1nn2c(=O)cc(CSc3nc(C)cc(=O)[nH]3)nc2s1	-1	5
CSc1ncc(-c2ccc(Cl)cc2)[nH]1	-10	34
O=C(NCC1CCCO1)c1ccc(Br)c(S(=O)(=O)N2CCOCC2)c1 (configuration not stated)	-7	11
O=C(CCc1nnc(CCCCc2ccccc2)o1)NCCN1CCCCC1=O	-10	6
CCN(CC)CC(=O)Nc1ccc(-c2nc3cc(NC(=O)CN(CC)CC)ccc3o2)cc1	-9	37
Cc1sc(NC(=O)c2cccc(N3C(=O)CCC3=O)c2)nc1-c1ccccc1	-7	30
NC(=O)COC(=O)c1ccccc1OCc1ccccc1Cl	-21	11
Cc1ccccc1NC(=O)CCC(=O)N/N=C/c1cc([N+](=O)[O-])ccc1O	-8	9
CC(C)(O)C#Cc1ccc(CN2CCN(C3CCCC3)C(CCO)C2)cc1 (configuration not stated)	-19	19

Hits appear at their usual frequency, and some 2% of all compounds hit somewhere here.
